# High-throughput results: PubChem BioAssay, National Center for Advancing Translational Sciences (NCATS)
# TrxR1 substrate – rat thioredoxin reductase 1 substrate activity | purified TrxR1 substrate turnover, NADPH consumption readout | Potency, µM (doses to about 114 µM), inactives show top-dose activity change, negative = substrate turnover | O89049 | AID 588456 | 390,000 compounds, 0.01% hits; note: potency is the fitted concentration of half-maximal effect; % is set by controls: 0 for no effect and ±100 for the full control effect; nearly all actives have a fitted effect of over 50% in size
#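 Rat TrxR1, dispensed at 90 nM, was prereduced with 400 uM NADPH (final) for 5 min at ~22 deg C, then incubated with compound 15 min before 400 uM selenite. A first-read NADPH fluorescence drop versus no-compound background flagged substrates.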
# mIDH1 inhibitor – human IDH1 R132H inhibition | O75874 | IDH1-R132H enzyme, NADPH consumption, diaphorase/resazurin fluorescence | Potency, µM (series often up to 76.6 µM), for the others: at the top dose activity change, negative = inhibition, usual class: inhibitors | 390,000 compounds, 0.093% hits | AID 602179; note: potency is the fitted concentration of half-maximal effect; % is set by controls: 0 for no effect and ±100 for the full control effect; nearly all actives have a fitted effect of over 65% in size
#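 IDH1-R132H (0.5 ug/mL dispensed) in pH 7.5 Tris buffer was preincubated 30 min with compound, then given a substrate mix of 0.016 mM NADPH and 2 mM alpha-KG for 80 min at room temperature; remaining NADPH was read by diaphorase/resazurin fluorescence.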
# HP1b chromo inh – HP1-beta chromodomain-methylated histone interaction inhibition; P83916; AID 540317; AlphaScreen HP1-beta / biotin-H3K9me3 peptide binding; 390,000 compounds, 0.56% hits; Potency, µM (top dose mostly 114 µM), for inactives: top-dose activity change, negative = inhibition, actives largely listed as inhibitors; note: potency is the fitted concentration of half-maximal effect; nearly all actives have a fitted effect of over 70% in size; inactives centre near 23
#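 Compound inhibition of the preformed complex between 50 nM HP1-beta and 50 nM biotinylated H3K9me3 peptide was read by AlphaScreen. Buffer was PBS pH 7.4 with 0.01% Tween-20. Incubations ran 30 min at room temperature, with 10 ug/mL donor/acceptor beads.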
# Pin1 inh – inhibitors of human Pin1 | Q13526 | Pin1 FP peptide displacement, HiFluor488, 10 min | Potency, µM (titrated, usually from 115 µM), for the others: top-dose activity, negative = inhibition, most hits filed as inhibitors | 390,000 compounds, 0.009% hits; active = well fitted inhibition curve with a large enough effect in the polarisation, with a control signal flat, not every such curve was filed as active; inconclusive = small, poorly fitted or top-dose-only effect, or effect the other way, or a change in a side signal; inactive = no such curve, though single readings can be large or run the other way; the % refers to the polarisation; note: potency is the fitted concentration of half-maximal effect; % is set by controls: 0 for no effect and ±100 for the full control effect
# Target sequence (Q13526 whole entry, looked up): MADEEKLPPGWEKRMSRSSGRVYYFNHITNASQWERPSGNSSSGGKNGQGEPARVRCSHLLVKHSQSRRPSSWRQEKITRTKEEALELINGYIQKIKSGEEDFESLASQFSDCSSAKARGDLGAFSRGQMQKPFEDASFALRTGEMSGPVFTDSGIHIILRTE
# GLS inhibitor – blocks human kidney-isoform glutaminase activity | GLS enzymatic activity, qHTS titration | Potency, µM (highest dose often 45.5 µM), inactives show top-dose activity change, negative = inhibition, hits mostly inhibitors | 410,000 compounds, 0.21% hits | AID 624170; note: potency is the fitted concentration of half-maximal effect; % is set by controls: 0 for no effect and ±100 for the full control effect
#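 Compounds were pin-transferred onto hKGA, after which L-glutamine (1 mM solution) and a detection mix of glutamate oxidase, HRP and Amplex Red were added. Initial and 30 min RT fluorescence reads were collected.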
# USP1 inh – inhibitors of human USP1/UAF1 deubiquitinase; recombinant USP1/UAF1, Ub-Rhodamine cleavage fluorescence; Potency, µM (titrated, usually from 57.1 µM), without a hit: at the highest dose activity change, negative = inhibition, actives largely listed as inhibitors; O94782; 390,000 compounds, 0.23% hits; note: potency is the fitted concentration of half-maximal effect; % is set by controls: 0 for no effect and ±100 for the full control effect; nearly all actives have a fitted effect of over 60% in size; inactives centre near -12
# Target sequence (O94782 whole entry, looked up): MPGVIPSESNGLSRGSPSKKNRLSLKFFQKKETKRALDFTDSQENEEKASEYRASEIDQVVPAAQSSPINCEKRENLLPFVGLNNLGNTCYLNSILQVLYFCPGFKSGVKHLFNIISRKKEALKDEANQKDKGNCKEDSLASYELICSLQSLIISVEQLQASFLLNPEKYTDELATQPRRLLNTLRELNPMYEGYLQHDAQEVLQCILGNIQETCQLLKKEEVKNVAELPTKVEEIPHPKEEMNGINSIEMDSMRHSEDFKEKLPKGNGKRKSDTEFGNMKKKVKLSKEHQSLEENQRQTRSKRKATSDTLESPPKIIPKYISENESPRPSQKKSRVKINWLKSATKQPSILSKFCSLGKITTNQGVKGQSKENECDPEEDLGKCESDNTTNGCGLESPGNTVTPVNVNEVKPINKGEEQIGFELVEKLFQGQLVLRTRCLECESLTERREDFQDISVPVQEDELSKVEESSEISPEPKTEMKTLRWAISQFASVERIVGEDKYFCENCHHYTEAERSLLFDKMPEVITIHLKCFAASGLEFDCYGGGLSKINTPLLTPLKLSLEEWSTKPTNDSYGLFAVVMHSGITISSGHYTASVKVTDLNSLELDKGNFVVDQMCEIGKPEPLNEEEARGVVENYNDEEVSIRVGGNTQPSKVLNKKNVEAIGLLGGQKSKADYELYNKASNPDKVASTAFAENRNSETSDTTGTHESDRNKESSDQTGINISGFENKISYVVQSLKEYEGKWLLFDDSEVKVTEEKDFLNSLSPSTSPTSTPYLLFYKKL
#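 1 nM enzyme complex + cpd, 15 min RT; start with Ub-Rho 150nM final; kinetic fluorescence ex 480/em 540, 6 reads q60 s. Buffer 50mM HEPES pH 7.8, 0.5mM EDTA, 0.1 mg/ml BSA, 1mM TCEP, 0.01% Tween-20.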
# Tb PGK inh – blocks T. brucei phosphoglycerate kinase; Potency, µM (highest dose often 57.5 µM), for the others: top-dose activity change, negative = inhibition, actives largely listed as inhibitors; P07378; PGK/GAPDH coupled, Kinase-Glo luminescence, 60 min; 380,000 compounds, 0.043% hits; note: potency is the fitted concentration of half-maximal effect; % is set by controls: 0 for no effect and ±100 for the full control effect; nearly all actives have a fitted effect of over 60% in size
#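 Recombinant glycosomal PGK reaction used 1,3-bisphosphoglycerate generated in-well by GAPDH (100nM final) in 100mM TEA pH 7.6, 5mM MgCl2, 0.01% Tween-20. After 60 minutes at room temperature, ATP was read by Kinase-Glo Plus luminescence end-point.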
# TrxR1 inh – rat TrxR1 inhibition; Potency, µM (top dose mostly 114 µM), for the others: at the top dose activity change, negative = inhibition, usual class: inhibitors; AID 588453; O89049; recombinant rTrxR1, NADPH fluorescence consumption, selenite substrate; 390,000 compounds, 1% hits; note: potency is the fitted concentration of half-maximal effect; % is set by controls: 0 for no effect and ±100 for the full control effect; nearly all actives have a fitted effect of over 65% in size
#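 Rat TrxR1 (90 nM in the dispensed reagent) was pre-reduced with 400 uM NADPH for 5 min at room temperature, then incubated with compound for 15 min. After 400 uM selenite was added, NADPH fluorescence (Ex 340/Em 450 nm) was followed for 8 min.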
# PI4K2A block – PI4K2A (human) kinase inhibition. activity change, negative = inhibition, % at 76.9 µM. purified PI4K2A, ADP-Glo luminescence, 1 h; hits give low values. 420,000 compounds, 0.13% hits; in the data active = activity change below about -50%; inconclusive = mostly about -30% to -49%;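 note: -100% = wells without enzyme as full effect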
#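 PI4K2A activity was measured by ADP-Glo luminescence: enzyme (4 ug/mL stock) and phosphatidylinositol (1.2 mM stock) in Tris pH 7.5/MgCl2/EGTA/Triton X-100 buffer were reacted with ATP (300 microM stock) for one hour at ambient temperature.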
# Numbers without * were called inactive; i = inactive; ? = inconclusive; . = not tested or not shown; [ ] = remark or other dose. Unless noted, calls come from the whole dose curve; as a rule, active = well fitted curve in the direction sought with a large enough effect; inconclusive = small, poorly fitted or top-dose-only effect, or another doubt; inactive = no such curve, though single readings can be large; an effect the other way counts as inactive or inconclusive.
SMILES,TrxR1 substrate,mIDH1 inhibitor,HP1b chromo inh,Pin1 inh,GLS inhibitor,USP1 inh,Tb PGK inh,TrxR1 inh,PI4K2A block
COc1cc(-c2nc3n(n2)C(c2ccncc2)C2=C(CCCC2=O)N3)cc(OC)c1OC (configuration not stated),-15%,-1%,19%,1%,-11%,-21%,-25%,13%[57.1 µM],0
CN(C)S(=O)(=O)c1ccc(C(=O)NCc2nnc(SCC(=O)c3ccccc3)o2)cc1,-11%,-4%,12%,0%,10%,2%,1%,-17%,1
COc1ccc(/C=C/C(=O)Nc2sc(C)c(C)c2C(=O)O)cc1,?,55%[activator],13%,-8%,11%,-5%,i,?,-2
O=C(CCN1CCC(c2ccccc2)C1)c1cccs1 (configuration not stated),7%[11.4 µM],1%,5%,1%,15%,0%,.,?,14
CCNC1(C(N)=O)CCN(Cc2ccccc2)CC1,4%,1%,-1%,-11%,1%,-24%,0%,10%,-1
O=C(NCCCOc1ccc([N+](=O)[O-])cc1Cl)OCc1ccccc1,6%[11.4 µM],5%,27%,-3%,-2%,-20%,-2%,9%[11.4 µM],0
Cc1ccc(S(=O)(=O)Nc2ccc(-c3nnc(SCc4ccccc4Cl)o3)cc2)cc1,3%,-3%,15%,12%,8%,-23%,-8%,3%,-3
Cc1cc(CNC(=O)COC(=O)Cn2[nH]c(=O)c3ccccc3c2=O)cc(C)c1O,0%,1%,15%,2%,12%,-5%,2%,0%,3
O=C(Nc1ccccc1[N+](=O)[O-])C1(c2ccccc2)CCOCC1,-4%,3%,-6%,-3%,-10%,-15%,-8%,14%[57.1 µM],-3
CCOc1ccc(S(=O)(=O)NC2CC2)cc1,8%[57.1 µM],1%,31%,-7%,-8%,-15%,i,6%[57.1 µM],4
Cc1ccc(OCC(=O)Nc2cc(-c3nn4c(C)nnc4s3)ccc2C)cc1,-2%,-5%,43%[activator],13%,-2%,-3%,-1%,21%,-5
COc1ccc(N2CCN(C(=O)CSc3nnc4ncccn34)CC2)cc1,8%[57.1 µM],7%,14%,3%,19%,-14%,-8%,-6%,-1
O=C(Cn1cc([N+](=O)[O-])cn1)Nc1cccnc1,7%[57.1 µM],10%,49%[activator],-3%,4%,-13%,2%,16%[57.1 µM],-1
O=C(CC(c1cccs1)S(=O)(=O)c1ccccc1)c1ccc(F)cc1 (configuration not stated),-12%,5%,30%,0%,2%,-15%,i,-22%,-4
COc1ccc(OC)c(NC(=O)CSc2nnc3ccc(-c4ccncc4)nn23)c1,1%,-1%,18%,6%,-3%,-27%,4%,12%,-11
Cc1ccc(-c2nnc(Nc3ccc(Cl)cc3)c3ccccc23)cc1S(=O)(=O)N1CCOCC1,5%,-3%,18%,14%,0%,-13%,-2%,21%,-4
COc1cc(CCC(=O)OCC(=O)NCC2CCCCC2)cc(OC)c1OC,10%[57.1 µM],2%,14%,1%,2%,-11%,-1%,12%[57.1 µM],1
Cc1cc(=O)n(CCCc2ccccc2)[nH]1,11%,9%,49%[activator],-3%,4%,-25%,-4%,34%,-18
COc1ccc(NC(=O)C2CCCCN2N)cc1OCC(C)C (configuration not stated),9%,-1%,?,3%,-30%,?,-7%,21%,2
CCC(=O)N1CCc2cc(S(=O)(=O)NC(CC(C)C)C(=O)NCCc3ccccc3)ccc21 (configuration not stated),-4%,8%,25%,5%,-1%,2%,2%,-1%,1
CCCC(=O)c1ccc(-c2ccccc2)cc1,7%[57.1 µM],3%,76%,-3%,0%,-13%,-5%,13%[57.1 µM],-6
CC(=O)c1ccccc1NC(=O)CSc1nnc(Cc2csc(C)n2)o1,-11%,-2%,18%,-1%,2%,3%,3%,-21%,-2
COc1ccc(C(=O)NCCOC(C)C)cc1OC1CCN(C(C)=O)CC1,-2%,4%,42%[activator],-19%,-8%,-15%,i,14%,7
Cc1cccc(C)c1NC(=O)c1cc2sccc2n1Cc1ccc(F)cc1,5%,15%,80%[activator],-6%,-5%,-23%,i,18%,-3
O=C(NCc1ccco1)/C(=C\c1cccs1)NC(=O)c1ccsc1,-10%,7%,4%,-2%,14%,1%,-8%,-12%,-3

# One compound at a time, as listed above.
# COc1cc(CCC(=O)OCC(=O)NCC2CCCCC2)cc(OC)c1OC is entered as TrxR1 substrate = 10%[57.1 µM]; mIDH1 inhibitor = 2%; HP1b chromo inh = 14%; Pin1 inh = 1%; GLS inhibitor = 2%; USP1 inh = -11%; Tb PGK inh = -1%; TrxR1 inh = 12%[57.1 µM]; PI4K2A block = 1
# O=C(Cn1cc([N+](=O)[O-])cn1)Nc1cccnc1 is entered as TrxR1 substrate = 7%[57.1 µM]; mIDH1 inhibitor = 10%; HP1b chromo inh = 49%[activator]; Pin1 inh = -3%; GLS inhibitor = 4%; USP1 inh = -13%; Tb PGK inh = 2%; TrxR1 inh = 16%[57.1 µM]; PI4K2A block = -1
# O=C(Nc1ccccc1[N+](=O)[O-])C1(c2ccccc2)CCOCC1 is entered as TrxR1 substrate = -4%; mIDH1 inhibitor = 3%; HP1b chromo inh = -6%; Pin1 inh = -3%; GLS inhibitor = -10%; USP1 inh = -15%; Tb PGK inh = -8%; TrxR1 inh = 14%[57.1 µM]; PI4K2A block = -3

# Later entries:
SMILES,TrxR1 substrate,mIDH1 inhibitor,HP1b chromo inh,Pin1 inh,GLS inhibitor,USP1 inh,Tb PGK inh,TrxR1 inh,PI4K2A block
CCOc1ccc(OCC(=O)NCCc2nc3ccccc3[nH]2)cc1,2%,-6%,22%,1%,7%,-3%,1%,17%,12
COc1ccc(CCNC(=O)C(Sc2ccccn2)c2ccccc2)cc1OC (configuration not stated),5%[57.1 µM],7%,14%,-4%,0%,8%,-6%,8%[57.1 µM],-4
CCOc1ccc(C(=O)c2cc([N+](=O)[O-])ccc2N2CCOCC2)cc1,-20%,1%,-13%,?,-3%,-8%,i,-15%,-3
COc1ccccc1Nc1nc(N)nc(CN2CCCCCC2)n1,7%[57.1 µM],-5%,16%,4%,10%,6%,4%,14µM*,-9
CC1CN(C(=O)C2(C)CC2(Br)Br)CC(C)O1 (configuration not stated),3%,5%,8%,-1%,7%,-4%,-3%,20%,-2
CC(=O)Nc1ccc(/C=N/N2C(C)CCCC2C)cc1 (configuration not stated),8%[57.1 µM],2%,25%,-1%,2%,3%,i,28%[57.1 µM],3
CC1CCN(C(=O)CSc2nc(-c3ccc(C(C)C)cc3)no2)CC1,-3%[57.1 µM],-14%,85%[activator],11%,-3%,-26%,-9%,20%[57.1 µM],-1
O=C(O)C1CC=CCC1C(=O)Nc1ccc2c(c1)OCCO2 (configuration not stated),6%[57.1 µM],9%,-5%,0%,5%,-8%,?,4%[57.1 µM],1
NS(=O)(=O)c1ccc(CCNC(=O)c2ccc(Cl)c(S(=O)(=O)N3CCCCC3)c2)cc1,6%[11.4 µM],-17%,-7%,?,3%,-8%,5%,9%[11.4 µM],-10
CCCCCC(=O)N1C[C@H](n2cc(C3CC3)nn2)[C@@H](O)C[C@@H]1c1ccc(C)cc1,.,-7%,.,.,-1%,-23%,2%,.,-3
O=C(/C=C/NNC(=O)c1ccccc1)c1ccc(Br)cc1,5%[57.1 µM],4%,22%,35%[activator],14%,-9%,-3%,-12%[57.1 µM],11
COc1ccc(Cl)cc1NC(=O)c1c(NCc2ccc(C)o2)sc2c1CCCCC2,9%[57.1 µM],8%,-19%,26%,?,-9%,-7%,?,-12
Cc1cc(NS(=O)(=O)c2ccc(NC(=S)NC(=O)c3ccc(F)cc3)cc2)no1,8%[57.1 µM],23%,-3%,-3%,-27%,-2%,5%,-60%,2
COC(C(=O)Nc1ccnn1C1CCN(Cc2ccc(C)s2)CC1)c1ccccc1 (configuration not stated),6%,23%,26%,5%,0%,-12%,-2%,40%[activator],3
Cc1ccc(C(=O)OCC(=O)N(CC(C)C)c2c(N)n(Cc3ccccc3)c(=O)[nH]c2=O)s1,-1%,4%,23%,7%,2%,-5%,-3%,-9%,4
CNc1nc(SC)nc(N2CCOCC2)n1,0%,1%,57%[activator],-3%,-8%,-4%,-9%,10%,0
O=C(NCC1COc2ccccc2O1)c1ccc(NC(=O)C(c2ccccc2)c2ccccc2)cc1 (configuration not stated),1%,-1%,34%,17%,-3%,-12%,.,21%,-4

# A second format for part of the listing above.
canonical_smiles: CCNC1(C(N)=O)CCN(Cc2ccccc2)CC1
  TrxR1 substrate: 4% | mIDH1 inhibitor: 1% | HP1b chromo inh: -1% | Pin1 inh: -11% | GLS inhibitor: 1% | USP1 inh: -24% | Tb PGK inh: 0% | TrxR1 inh: 10% | PI4K2A block: -1

canonical_smiles: O=C(NCCCOc1ccc([N+](=O)[O-])cc1Cl)OCc1ccccc1
  TrxR1 substrate: 6%[11.4 µM] | mIDH1 inhibitor: 5% | HP1b chromo inh: 27% | Pin1 inh: -3% | GLS inhibitor: -2% | USP1 inh: -20% | Tb PGK inh: -2% | TrxR1 inh: 9%[11.4 µM] | PI4K2A block: 0

# A portion of the library; count on the stated rates, not on these rows.
